UHRF1 MBD2 ctr: UHRF1 methylated DNA binding inhibitors, primary screen, counter-screen for MBD2 inhibitor project, biochemical, TR-FRET, human UHRF1, single concentration. E3 ubiquitin-protein ligase UHRF1 (Homo sapiens), Q96T88. UHRF1 binding to methylated oligo. inhibition, % at 4.4 µM. actives 0.75% (n = 370,000). AID 687016, 2013; in the data active means inhibition above about 21%;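 further: UHRF1 SRA domain binding a hemimethylated CpG hairpin DNA probe; 0% = median of test compound wells and 100% = reference inhibitor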
PRMT1 inh: PRMT1 methyltransferase inhibitors, primary screen, biochemical, fluorescence polarization; recombinant PRMT1, activity-based probe fluorescence polarization; inhibition, % at 2.79 µM; actives 1.3% (n = 370,000); AID 652257, 2013;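 active means inhibition above about 21% made by adding two undisclosed values, limit read from the data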
rCAG RNA binder: binders of r(CAG) RNA repeats, primary screen, biochemical, fluorescence; actives 1.3% (n = 370,000); inhibition, % at 3 µM; AID 651821, 2012; r(CAG) RNA repeat, TO-PRO-1 dye displacement fluorescence;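 active means inhibition above the plate cutoff, the mean of all test compounds on that plate plus 3 SD, cut at about 35% in these data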;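 further: 0% = DMSO alone and 100% = 100 µM mitoxantrone as full dye displacement; higher means more dye released from RNA so lower well fluorescence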
LEDGF integ inh: blockers of LEDGF/p75-dependent integrase strand transfer – biochemical, TR-FRET, high throughput, primary screen | TR-FRET IN-LEDGF/p75 DNA integration, Eu/Cy5 | HIV-1 integrase (with human LEDGF/p75) | inhibition, % at 3.7 µM | actives 0.64% (n = 370,000);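 active means inhibition above the screen-wide mean plus 3 SD, cut at about 13% in these data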;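 further: signal is the Cy5 over europium emission ratio at 671 and 618 nm; 0% = plate median of compound wells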
ABHD4 inh: ABHD4 inhibitors, primary screen, biochemical, fluorescence polarization, mouse. (Lyso)-N-acylphosphatidylethanolamine lipase (Mus musculus), Q8VD66. purified mABHD4, FP-Rh probe fluorescence polarization. inhibition, % at 8.92 µM. actives 0.54% (n = 370,000). AID 720543, 2013;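 active means inhibition exceeding the mean over every tested compound plus 3 SD, cut at about 30% in these data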;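 further: 0% = plate median of compound wells and 100% = S159A mutant with DMSO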
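system = mouse ABHD4 enzyme, wild type | medium = HEPES pH 7.0, NaCl, Pluronic buffer | also added = FP-Rh probe | incubation = Enzyme–compound pre-incubation 45 min, then probe 60 min, both 25 °C | technique = fluorescence polarization, excitation 525 nm, emission 598 nm, BODIPY TMR filters | controls = S159A mutant high control, sample median low control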
PG9 Ab binder: binders of HIV-1 gp120 antibody PG9, primary screen, biochemical, TR-FRET; inhibition, % at 6.7 µM; TR-FRET gp120-PG9 antibody binding; HIV-1 gp120 / PG9 antibody interaction; actives 0.43% (n = 360,000); in the data active means inhibition above about 8.5%
MBD2 inh: inhibitors of MBD2 binding to methylated DNA, primary screen, biochemical, TR-FRET, DNA-binding domain, human. MBD2 binding to methylated oligonucleotide. actives 0.31% (n = 370,000). Methyl-CpG-binding domain protein 2 (Homo sapiens), Q9UBB5. inhibition, % at 4.4 µM; in the data active means inhibition above about 13%
Target sequence (Q9UBB5 whole entry, looked up, the tested form may be a part): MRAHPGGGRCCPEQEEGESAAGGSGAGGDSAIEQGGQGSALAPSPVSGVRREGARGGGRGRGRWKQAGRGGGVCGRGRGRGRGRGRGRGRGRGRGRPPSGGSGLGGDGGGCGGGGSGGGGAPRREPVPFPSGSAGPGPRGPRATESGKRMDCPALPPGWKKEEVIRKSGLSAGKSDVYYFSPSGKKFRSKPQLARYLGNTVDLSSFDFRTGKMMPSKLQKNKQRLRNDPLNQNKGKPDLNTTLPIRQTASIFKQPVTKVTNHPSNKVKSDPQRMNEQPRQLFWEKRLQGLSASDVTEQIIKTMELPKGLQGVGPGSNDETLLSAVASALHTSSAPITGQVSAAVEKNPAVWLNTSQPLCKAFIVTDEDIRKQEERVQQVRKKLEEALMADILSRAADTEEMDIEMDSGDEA
HTRA1 inhibitor: HTRA1 serine protease inhibitors, primary screen, biochemical, fluorescence polarization, HTS. Q92743. recombinant HTRA1, FP-rhodamine activity-based probe. inhibition, % at 5.96 µM. actives 0.5% (n = 340,000); in the data active means inhibition above about 36%;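 further: 0% = enzyme with DMSO and 100% = wells lacking enzyme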
NR1D1 modulator: modulators of Rev-erb alpha DNA binding, primary screen, biochemical, FITC-DNA, fluorescence polarization, uHTS; Nuclear receptor subfamily 1 group D member 1 (Homo sapiens), P20393; Rev-erbα–FITC-DNA binding, 90 min; actives 0.79% (n = 370,000); activity, % at 10 µM;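 active means activity above about 14%, limit read from the data; passing the limit was not always enough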;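 further: 0% = DMSO wells with 35 nM protein and 100% = DMSO wells with 750 nM protein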
Target sequence (P20393 whole entry, looked up): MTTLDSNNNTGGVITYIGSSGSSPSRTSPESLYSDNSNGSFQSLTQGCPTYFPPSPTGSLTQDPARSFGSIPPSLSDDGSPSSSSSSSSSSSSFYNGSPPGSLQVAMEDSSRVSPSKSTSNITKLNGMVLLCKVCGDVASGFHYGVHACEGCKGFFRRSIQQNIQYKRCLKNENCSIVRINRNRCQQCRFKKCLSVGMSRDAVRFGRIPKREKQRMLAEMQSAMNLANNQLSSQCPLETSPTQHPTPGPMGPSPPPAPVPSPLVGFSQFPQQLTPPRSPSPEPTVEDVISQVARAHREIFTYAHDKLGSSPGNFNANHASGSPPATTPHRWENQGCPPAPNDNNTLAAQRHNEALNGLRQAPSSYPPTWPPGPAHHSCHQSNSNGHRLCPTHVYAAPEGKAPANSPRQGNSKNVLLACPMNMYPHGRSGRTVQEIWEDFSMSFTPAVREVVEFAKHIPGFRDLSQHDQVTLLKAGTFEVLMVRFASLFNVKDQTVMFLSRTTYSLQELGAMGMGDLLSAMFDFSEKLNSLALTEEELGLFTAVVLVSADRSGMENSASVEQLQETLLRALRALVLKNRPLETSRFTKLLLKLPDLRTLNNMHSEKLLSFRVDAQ
TCR CD3 inh: inhibitors of human TCR-CD3 interaction, primary screen, biochemical, fluorescence, TAMRA-labeled TCR probe; actives 0.37% (n = 360,000); AID 651800, 2012; T-cell receptor (TCR); inhibition, % at 9.4 µM; in the data active means inhibition above about 19%;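 further: recombinant mutant TCR 2C K166C tagged with TAMRA read by polarization; 0% = receptor in buffer alone and 100% = receptor with positive control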
The depositor's hits bear a star; / = no result given. An excerpt; count on the stated rates, not on these rows.

SMILES	UHRF1 MBD2 ctr	PRMT1 inh	rCAG RNA binder	LEDGF integ inh	ABHD4 inh	PG9 Ab binder	MBD2 inh	HTRA1 inhibitor	NR1D1 modulator	TCR CD3 inh
O=C(c1ccncc1)c1ccc([N+](=O)[O-])cc1	-1.8	-0.6	-2.0	3.0	-3.1	-0.6	-2.6	1.9	1.4	-0.5
O=c1[nH]cnc2c1C1(CCCC1)Cc1ccccc1-2	-1.1	0.2	-1.7	-3.8	-2.8	-1.7	-2.2	-1.4	2.1	4.5
CCCCS(=O)(=O)Nc1ccc(Cc2ccncc2)cc1	1.9	2.7	-5.1	0.3	3.4	0.6	4.9	6.6	1.2	3.9
COc1ccc(C)cc1NC(=O)COC(=O)c1ccc2c(c1)OCCO2	-2.4	-1.7	3.0	3.4	3.4	2.5	4.2	-5.5	-3.2	2.4
Cn1cc(CN2CCCC(C(=O)c3nccn3C)C2)c(-c2cccc(Cl)c2)n1 (configuration not stated)	-4.5	-3.4	-7.1	2.4	-4.0	-2.0	-3.0	-8.7	-3.5	2.9
COc1ccc(N2C(=O)CSCC2=O)cc1OC	1.7	-0.6	0.3	6.1	1.5	-1.6	0.8	5.2	-2.9	-3.1
C=CCn1c(SCc2c(F)c(F)c(F)c(F)c2F)nc(O)cc1=O	0.0	-1.7	7.8	1.1	0.6	-0.6	2.4	-4.0	-6.9	3.4
COC(=O)c1cccc(CN2C(=O)C(C)Sc3ccc(C(C)=O)cc32)c1 (configuration not stated)	-0.3	-1.9	3.3	-1.7	-9.6	1.6	-0.5	/	11.8	-0.4
C[C@@H]1CN([C@H](C)CO)C(=O)CCCn2nncc2CO[C@@H]1CN(C)C(=O)c1ccncc1	-1.2	5.7	1.9	5.3	1.7	-0.2	2.0	-3.5	-0.4	-2.1
O=C(NCc1ccon1)c1ccc(OC2CCN(CCc3ccccc3)CC2)cc1	-0.5	-1.4	-9.4	1.9	0.2	-1.4	-0.5	3.4	-1.8	-2.1
O=C(COC(=O)CC12CC3CC(CC(C3)C1)C2)Nc1cccnc1Cl	-1.8	-2.2	-6.6	2.1	-12.2	0.2	3.7	-4.6	3.1	-6.8
CC(C)CNC(=O)COc1ncnc2sccc12	-1.8	-0.3	1.3	0.6	1.0	0.3	2.1	-3.3	-2.4	-1.1
O=C(Nc1ccccc1)c1cn2ccccc2n1	-2.9	-3.8	-2.4	-1.3	-2.7	0.2	1.5	-5.5	-0.5	12.2
CC1CCCC(C)N1/N=C/c1cccc(Br)c1 (configuration not stated)	0.4	-5.2	1.9	-0.4	2.4	0.0	2.4	3.6	-1.7	0.4
O=C(O)CCn1c(SCCOc2ccccc2)nc2ccccc21	1.5	2.6	2.4	-0.9	1.5	-0.7	1.5	5.5	6.1	0.5
COc1cc(C2=NOC(C(=O)Nc3ccc4c(c3)OCO4)C2)cc(OC)c1OC (configuration not stated)	-3.3	1.2	4.1	2.4	4.7	-1.0	-1.5	9.1	3.7	-3.4
CC(NC(=O)c1ccc2nc(Cc3cccc(Cl)c3)oc2c1)c1ccncn1 (configuration not stated)	-1.5	-1.7	0.7	0.8	-5.2	1.6	-4.0	-4.3	1.2	3.7
CC(=O)NS(=O)(=O)c1ccc(NC(=O)c2cccc(OCc3c(C)noc3C)c2)cc1	1.1	0.8	4.7	-7.0	4.2	1.1	4.2	5.9	7.4	-3.5
CNC(=O)C1Cc2c(-c3cccc(F)c3)ccnc2O1 (configuration not stated)	3.2	-7.2	0.0	2.9	-5.8	-1.4	-2.8	/	8.9	-5.0
CCc1nc2c(n1O)CCc1nonc1-2	-0.7	1.4	-0.1	2.1	6.8	-1.3	1.1	-3.6	2.2	2.3
C/C(=N\NC(=O)c1ccn(C)n1)c1ccc(NC(=O)c2cccc(F)c2)cc1	-1.4	-7.2	-0.8	6.1	-1.2	-3.5	-0.8	-2.5	-0.3	2.1
CCOC(=O)c1nc2ccccc2c(C)c1C	2.0	3.5	-4.1	-3.9	1.3	0.1	4.8	-0.9	0.4	-8.2
O=c1c2cnn(-c3ccccc3)c2ncn1Cc1ccccc1F	0.8	3.2	-1.4	-3.3	-8.3	0.2	10.0	-0.6	2.1	-1.9
Cc1nc(-c2ccc(NC(=O)c3ccco3)cc2)cs1	1.5	-1.4	0.2	-1.9	-8.5	1.0	-0.5	-9.5	3.6	1.5
CCCn1c(SCC(=O)N2c3ccccc3Sc3ccccc32)nc2ccccc21	2.0	0.8	0.3	0.8	-14.8	-3.0	-1.9	-41.7	11.7	5.2
(listing goes on)
SMILES	UHRF1 MBD2 ctr	PRMT1 inh	rCAG RNA binder	LEDGF integ inh	ABHD4 inh	PG9 Ab binder	MBD2 inh	HTRA1 inhibitor	NR1D1 modulator	TCR CD3 inh
O=C(O)c1ccc(Cl)c(S(=O)(=O)NCc2ccco2)c1	1.6	-0.2	1.9	1.2	-0.8	-0.4	-5.0	1.2	0.3	4.3
Nc1ccc2c(c1)CCC2=O	-3.4	-1.8	-0.3	2.2	3.3	0.3	1.6	-0.2	1.5	-2.3
CCn1ncc(/C=N\NC(=O)c2csc3ccccc23)c1C	-2.1	-2.3	2.6	-2.1	5.6	-4.6	0.5	-11.8	2.7	-2.1
COc1ccc(CC(=O)Oc2cc(C)[nH]c(=O)c2[N+](=O)[O-])cc1	-0.2	-2.5	0.1	2.0	0.1	-0.2	-0.4	4.6	0.6	11.3
COc1ccc(C2CC(c3ccccc3)=NN2C(=O)COC(=O)c2cc(S(=O)(=O)N3CCOCC3)ccc2Cl)cc1 (configuration not stated)	-2.1	-1.4	5.7	-0.8	-3.9	-0.6	2.8	-15.1	11.3	2.7
Cc1ccc(NC(=O)c2cc(NC(=O)c3ccccc3C(=O)O)ccc2N2CCCCC2)cc1	-2.4	2.6	1.4	-5.4	16.9	0.2	1.2	1.7	-5.1	3.1
CC(C)(C)C(=O)Nc1cccc(-c2ccc[nH]2)n1	1.3	19.2	11.3	-1.9	-13.5	-1.0	5.2	2.8	6.3	-0.9
COCCCn1nnnc1SCC(=O)N1CCN(C(=O)c2ccco2)CC1	1.0	2.1	-2.4	0.3	3.5	1.8	-0.2	0.9	4.7	1.3
CCOc1cccc(-c2nn3c(-c4cccc(C)c4)nnc3s2)c1	1.9	1.6	1.8	0.6	-49.8	/	6.9	/	6.9	/
CCC(C)Nc1ncnc2c1cnn2Cc1ccc(Cl)cc1 (configuration not stated)	-0.1	0.4	-1.8	-1.7	-6.9	0.3	1.6	-12.1	-3.3	-1.8
Cc1nc2ccccc2c(=O)n1NC(=O)c1ccc([N+](=O)[O-])cc1Cl	-1.8	-2.6	2.7	-2.0	-1.2	-2.1	-6.2	-2.0	-1.1	2.5
COc1ccc2c(c1)OC(c1ccccc1)(C(F)(F)F)NC2=O (configuration not stated)	-4.1	1.8	-1.4	0.7	2.3	-2.2	-4.8	2.9	-2.4	-2.4
COC(=O)c1ccccc1NC(=O)Cn1cc(Br)cn1	-2.3	-0.7	-0.9	4.0	-0.6	-0.9	2.1	-4.7	5.9	-3.8
CCCN(Cc1ccco1)S(=O)(=O)c1ccc(OC)c(OC)c1	-2.0	-0.2	1.1	-2.6	6.9	0.8	4.0	1.5	-2.9	-1.5
Clc1ncnc2scc(C3COc4ccccc4O3)c12 (configuration not stated)	5.1	5.2	2.2	-5.2	-1.5	0.4	1.2	2.8	7.2	-2.6
CC1CCN(C(=S)c2cn(Cc3ccc(F)cc3)c3ccccc23)CC1	0.5	0.6	0.5	2.7	2.3	0.7	4.1	-14.7	-4.5	0.8
COc1cccc(C(=O)N/N=C2\SCC(=O)N2Cc2ccc3c(c2)OCO3)c1	-1.6	-2.9	-2.7	0.8	1.7	1.0	-0.2	-0.2	-4.0	6.5
COc1ccc2oc(C(=O)N(CC(C)C)C3CCS(=O)(=O)C3)c(C)c2c1 (configuration not stated)	-1.0	1.3	-2.5	-2.4	2.6	1.9	-0.6	-3.0	-4.8	5.0
CN(CC(=O)NCc1ccc(F)cc1)S(=O)(=O)c1ccc2c(c1)n(C)c(=O)c(=O)n2C	-0.4	-3.9	0.5	-3.1	-1.7	-1.7	-6.9	1.5	3.3	4.7
O=C(NC1CCN(Cc2ccccc2)CC1)c1ccc(Cl)cc1Cl	-3.2	3.0	-4.1	-1.6	6.7	-1.7	-3.4	1.7	2.4	0.0
COc1ccc(NC(=O)CSc2nnc(C3CC3)n2C)cc1S(=O)(=O)N1CCOCC1	-1.7	1.0	5.9	-0.6	9.9	0.1	1.0	4.5	3.0	-2.9
CC(=O)Nc1cc(-c2ccc(C(=O)NC3CC3)cc2)cn2c(-c3cccc(C(F)(F)F)c3)cnc12	-6.1	1.1	10.2	0.3	-11.8	-1.0	0.9	/	2.0	-0.3
COc1ccc(CCNC(=O)c2ccc(-c3ccc([N+](=O)[O-])cc3Cl)o2)cc1	-5.9	28.4*	12.6	1.8	-0.9	1.1	-0.1	-28.9	2.6	2.9
O=C(NC1CC1)C1=COCCO1	-0.8	4.6	-2.3	-3.7	10.1	-1.7	4.2	2.5	0.0	-6.9
Cc1cc(=O)oc(C)c1C(=O)NCCc1ccccc1	1.6	2.5	1.2	2.3	1.3	0.1	1.4	2.1	3.9	1.6
COc1ccc(CCC(=O)NC2CCCc3ccccc32)cc1OC (configuration not stated)	-1.9	0.4	-3.6	-1.4	2.4	-1.4	2.6	1.1	0.5	-4.4
Cc1onc(-c2ccccc2Cl)c1C(=O)NCc1cccs1	1.2	1.2	0.3	0.6	-3.5	0.5	3.3	1.9	1.2	-3.5
Cc1ccc(NC(=O)CC2Nc3ccccc3NC2=O)cc1Cl (configuration not stated)	-6.5	-0.6	30.6	-0.8	-5.6	0.3	-2.5	18.4	8.2	5.1
Cc1cccc(NC(=S)N(Cc2ccco2)C(C)c2cccs2)c1 (configuration not stated)	1.8	-0.7	-1.6	6.5	1.5	-2.9	4.3	-4.7	4.7	5.4
COc1ccc(-c2csc(NC(=O)CC(C)C)n2)cc1	1.0	-1.9	-0.1	1.9	-10.6	-2.3	-0.2	-7.3	3.4	4.1

Another view of some results above.
Second line of a record: UHRF1 MBD2 ctr, PRMT1 inh, rCAG RNA binder, LEDGF integ inh, ABHD4 inh, PG9 Ab binder, MBD2 inh, HTRA1 inhibitor, NR1D1 modulator, TCR CD3 inh
- CCCCS(=O)(=O)Nc1ccc(Cc2ccncc2)cc1
 : 1.9, 2.7, -5.1, 0.3, 3.4, 0.6, 4.9, 6.6, 1.2, 3.9
- COc1ccc(C)cc1NC(=O)COC(=O)c1ccc2c(c1)OCCO2
 : -2.4, -1.7, 3.0, 3.4, 3.4, 2.5, 4.2, -5.5, -3.2, 2.4
- Cn1cc(CN2CCCC(C(=O)c3nccn3C)C2)c(-c2cccc(Cl)c2)n1 (configuration not stated)
 : -4.5, -3.4, -7.1, 2.4, -4.0, -2.0, -3.0, -8.7, -3.5, 2.9
- COc1ccc(N2C(=O)CSCC2=O)cc1OC
 : 1.7, -0.6, 0.3, 6.1, 1.5, -1.6, 0.8, 5.2, -2.9, -3.1

Source: PubChem (several laboratories)
